PglD inh – PglD (C. jejuni) enzyme inhibition; purified PglD enzyme, DTNB colorimetric CoA detection; inhibition, % at 12.5 µM; 360,000 compounds, 0.098% hits; in the data active means inhibition above about 16%, passing the limit was not always enough; further: strong numbers were not always called active
FN deposit inh – fibronectin deposition inhibition; AH1F fibroblasts, Alexa488-fibronectin deposition fluorescence, overnight; 350,000 compounds, 0.086% hits; inhibition, % at 12.6 µM;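 active means mean inhibition across replicates of 30% or more, regardless of how many single replicates reach that level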;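 further: positive control wells lacked labelled fibronectin entirely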
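material = AH1F fibroblast monolayer depositing Alexa488-labelled fibronectin into matrix | amount = 10000 AH1F cells/well | buffer or medium = DMEM plus 2% serum, read in PBS | incubation = 1 h cell adhesion before compound, then overnight fibronectin incubation | detection = fluorescence at 485 nm excitation, 525 nm emission | evaluation = percent inhibition as loss of matrix-bound fibronectin fluorescence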
PAX8 inh HTS – inhibitors of PAX8 transcriptional activity in RMG-I cells. AID 652154. RMG-I TPO-luciferase reporter, SteadyGlo, 24 h. 360,000 compounds, 1.2% hits. inhibition, % at 12.6 µM;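 active means mean replicate inhibition at least 60% with every replicate also reaching 60%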;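 further: luciferase light reporting Pax8 driven TPO promoter activity; plate controls were median of neutral control wells for no effect and mitoxantrone controls for full effect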
PGC1a acetyl inh – modulators of PGC1a acetylation. U2OS PGC1a acetylation, AlphaScreen anti-acetyl-lysine; with virally co-expressed GCN5 acetyltransferase. inhibition, % at 15.6 µM. 350,000 compounds, 0.17% hits;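 active means every replicate shows inhibition of at least 40%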;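 further: 0% = neutral control wells and 100% = positive control wells; some results beyond the cut were filed as inactive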
S100A4 MyoIIA – S100A4-myosin IIA interaction inhibition; inhibition, % at 10.7 µM; P26447; S100A4/TAMRA-MyoIIA peptide fluorescence polarization; AID 652163; 360,000 compounds, 0.14% hits;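 active means mean inhibition of at least 70% across replicates, with every replicate also reaching that level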
Target sequence (P26447 whole entry, looked up): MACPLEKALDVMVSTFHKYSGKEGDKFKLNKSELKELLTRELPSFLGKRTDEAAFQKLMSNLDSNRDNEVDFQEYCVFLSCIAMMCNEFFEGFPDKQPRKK
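System – human S100A4 monomer protein, biochemical binding assay · Buffer or medium – Calcium-containing HEPES buffer, pH 7.2 · Timing – 5 min between mix addition and reading · Also added – TAMRA-labelled myosin IIA heavy-chain peptide probe, 5 nM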
ERAP1 HTS inh – inhibitors of human ERAP1 aminopeptidase. Q9NZ08. recombinant ERAP1, Leu-AMC fluorescence, 60 min. inhibition, % at 10.7 µM. 340,000 compounds, 0.15% hits;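 active means mean replicate inhibition of at least 30%, or all replicates individually reaching that 30% level; inactive means mean below 30% and not every replicate reaching it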;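 further: 0% = neutral control wells and 100% = L-leucinethiol positive control wells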
Target sequence (Q9NZ08 whole entry, looked up): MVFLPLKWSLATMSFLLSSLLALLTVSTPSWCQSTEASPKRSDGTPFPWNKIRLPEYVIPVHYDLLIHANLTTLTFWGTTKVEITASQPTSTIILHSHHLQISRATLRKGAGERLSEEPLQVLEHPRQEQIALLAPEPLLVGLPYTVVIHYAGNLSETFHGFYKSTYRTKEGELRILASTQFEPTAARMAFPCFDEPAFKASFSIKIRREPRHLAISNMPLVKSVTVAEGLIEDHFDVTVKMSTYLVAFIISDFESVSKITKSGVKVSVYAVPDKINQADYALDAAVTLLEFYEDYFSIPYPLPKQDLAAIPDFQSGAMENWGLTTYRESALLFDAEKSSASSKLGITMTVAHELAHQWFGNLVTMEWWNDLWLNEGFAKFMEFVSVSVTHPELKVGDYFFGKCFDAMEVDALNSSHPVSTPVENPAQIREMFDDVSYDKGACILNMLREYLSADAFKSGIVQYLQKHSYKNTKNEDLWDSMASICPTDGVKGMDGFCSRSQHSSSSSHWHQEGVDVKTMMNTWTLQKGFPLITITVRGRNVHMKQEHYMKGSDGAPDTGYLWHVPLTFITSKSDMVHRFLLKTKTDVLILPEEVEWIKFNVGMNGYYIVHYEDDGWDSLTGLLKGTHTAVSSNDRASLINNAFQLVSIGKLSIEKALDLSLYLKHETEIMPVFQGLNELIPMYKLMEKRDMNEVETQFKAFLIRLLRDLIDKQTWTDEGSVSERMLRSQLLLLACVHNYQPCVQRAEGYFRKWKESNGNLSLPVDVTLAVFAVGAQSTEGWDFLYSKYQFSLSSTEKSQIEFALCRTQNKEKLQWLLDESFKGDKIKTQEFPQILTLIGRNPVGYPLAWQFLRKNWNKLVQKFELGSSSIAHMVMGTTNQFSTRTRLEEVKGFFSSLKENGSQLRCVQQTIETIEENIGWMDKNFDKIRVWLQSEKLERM
LGR2 antag – Drosophila LGR2 receptor signaling inhibition; HEK293 LGR2, CRE-luciferase, bursicon-stimulated, 4 h; inhibition, % at 9.99 µM; 380,000 compounds, 0.35% hits; AID 720647;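 active means drop in luminescence signal, shown as inhibition above about 50% in the replicate tests, limit read from the data, passing the limit was not always enough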;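 further: agonist challenge used bursicon conditioned medium at about half maximal strength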
EWS-Fli block – blocks EWS/Fli oncoprotein-driven transcription; AID 651661; inhibition, % at 12.6 µM; 350,000 compounds, 0.67% hits; A673 NR0B1-luciferase reporter, viability-normalised;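 active means mean inhibition of at least 50% after viability correction, with every replicate also passing that limit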;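 further: firefly luciferase signal divided by Alamar Blue viability fluorescence both relative to DMSO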
* hit, by the source's call; . = not tested or not shown.

Values run as follows: PGC1a acetyl inh, ERAP1 HTS inh, S100A4 MyoIIA, PglD inh, FN deposit inh, PAX8 inh HTS, LGR2 antag, EWS-Fli block
- O=C1CCC(C(=O)Nc2ccccc2N2CCCC2)=NN1
  ., 0, -7, ., 3, 13, -4, 8
- C[C@@H]1CN([C@H](C)CO)C(=O)c2cc(NS(=O)(=O)c3cn(C)cn3)ccc2O[C@@H](C)CCCCO[C@@H]1CN(C)S(=O)(=O)c1ccccc1
  -1, -1, -7, -3, 9, 20, -11, -4
- O=C(O)c1ccccc1N1C(=O)C2C3c4ccccc4C(Br)(c4ccccc43)C2C1=O (stereo unspecified)
  ., -3, 2, ., ., 17, 47, 0
- Cc1nc2ccccn2c1C(=O)N/N=C/c1ccccc1
  4, -1, -1, 4, -4, -19, -8, -4
- Cc1oc(-c2ccccc2F)nc1CS(=O)(=O)CC(=O)NCc1ccccc1Cl
  6, 3, -1, 0, 1, -7, 13, 4
- O=S(=O)(Nc1cccc(-c2cn3c(n2)SCC3)c1)c1ccccc1F
  1, 37*, -2, -3, ., 5, -18, -33
- C[C@@H]1CN([C@@H](C)CO)S(=O)(=O)c2ccc(C#Cc3ccccn3)cc2O[C@H]1CN(C)C
  -13, 1, 3, -5, -8, -26, -13, -2
- COc1ccc(S(=O)(=O)N(C)c2ccc(C(=O)NCC3CCCO3)cc2)cc1OC (stereo unspecified)
  ., -3, -18, -1, 0, 9, -7, .
- COc1ccc(-c2csc(NC(=O)C3CSC4(C)CCC(=O)N34)n2)cc1OC (stereo unspecified)
  ., -4, 18, -4, -7, -6, 14, -5
- O=c1/c(=C/c2ccco2)sc2n1CN(c1cccc(Br)c1)CN=2
  -15, ., ., -3, -4, -9, ., .
- Cc1sc2nc(C(C)Nc3ccccc3N3CCOCC3)[nH]c(=O)c2c1C (stereo unspecified)
  -15, ., ., -4, -5, 53, ., .
- O=C(COC(=O)c1cc2c(s1)CCCC2)NCc1ccccc1Cl
  0, 3, 1, ., 6, 3, ., 6
- Cc1n[nH]c(=S)n1-c1cccc(Cl)c1
  ., 0, 0, ., -2, -4, 4, 9
- COc1cc(OC)cc(C(=O)NC(C(=O)OCn2nnc3ccccc3c2=O)C(C)C)c1 (stereo unspecified)
  -4, 2, 1, -2, 9, -10, -1, -1
- O=C(NCc1ccc2c(c1)OCO2)c1ccc(Cl)nc1
  1, 7, 6, ., 12, 23, -24, 3
- CCCCCCn1cc(CN2CC(N3CCN(CCO)CC3)CS2(=O)=O)nn1 (stereo unspecified)
  ., ., 2, ., 10, -1, -16, 0
- Cc1ccc(OCC(=O)O/N=C(\N)c2ccncc2)c(C)c1
  4, 6, 5, 2, 6, -107, -119, -108
- COc1ccc(OCCN2CCC(C(=O)NC(c3ccsc3)c3ccccc3C)CC2)cc1 (stereo unspecified)
  5, -3, -5, 5, 3, -11, 5, 5
- Cc1ccc(-c2n[nH]c(=S)n2C)cc1Cl
  ., 2, 0, 7, ., -25, -3, -4
- CC(=O)Cn1cnc2c(cnn2-c2ccc(F)cc2)c1=O
  1, -2, 3, 2, -13, -22, -18, -27
- CS(=O)(=O)N1Cc2cc(C(=O)NCC3CCCCC3)nc(-c3cccc(-c4cccnc4)c3)c2[C@@H]1CCO
  -7, 1, 10, ., -4, ., 2, 22
- CS(=O)(=O)c1ccc(Cl)c(NC(=O)COC(=O)c2ccc(-n3cnnn3)cc2)c1
  ., 2, -1, 5, 1, -5, 1, 0
- C=CCc1cccc2cc(C(=O)Nc3ccc(CC(=O)O)cc3)c(=O)oc12
  0, 13, 3, 1, -7, -14, 6, 42
- COc1cccc(C2c3c(-c4ccccc4)n[nH]c3C(=O)N2c2ccc(C(=O)O)cc2)c1 (stereo unspecified)
  5, -1, 12, 0, 5, ., 12, .
- Cn1c(-c2ccsc2)c(-c2cccs2)c2cc(-c3ccc4[nH]ccc4c3)ccc21
  -1, -1, -17, 3, 9, 5, -2, -6
- Cc1onc(-c2c(Cl)cccc2Cl)c1C(=O)NNc1ccccc1
  2, 3, 2, ., 7, 30, 8, 8
- Nc1[nH]c(N=NC(=O)c2ccccc2O)c2ccccc12
  1, ., ., 4, -3, -153, -25, .
- CC(OC(=O)C1=COCCO1)C(=O)c1ccc(C(C)(C)C)cc1 (stereo unspecified)
  3, 0, -2, 10, -6, -17, -13, -9
- CCOc1cc(Br)c(/C=C2/C(=O)N(C)C(=S)N2CC(=O)OC)cc1OC
  ., -5, -23, ., -11, -9, 8, -4
- O=C(C[C@H]1CC[C@@H](NC(=O)C2CCC2)[C@H](CO)O1)NCc1ccncc1
  -5, -1, 1, -1, 4, -3, -11, -5
- CCC1(C)NC(=O)N(/N=C/c2cc(OC)c(O)c(OC)c2)C1=O (stereo unspecified)
  -2, 3, -4, ., 4, 11, 34, 5
- CCc1ccc(CN(C)C(=O)c2cc(COc3ccc(OC)cc3Cl)on2)nc1
  ., -4, 0, 1, ., -152, -27, .
- Cc1ccccc1NC(=O)CSc1nc2ccccc2c(=O)n1C
  -5, 1, -5, -10, 3, 17, 10, 14
- C[C@@H]1CN([C@@H](C)CO)S(=O)(=O)c2ccc(-c3ccccc3)cc2O[C@@H]1CN(C)C(=O)Cc1ccccc1
  -4, 1, 8, 4, 13, 25, 4, -19
- CN(CC(=O)Nc1ccc(Cl)cc1)C(=O)CCNC(=O)c1ccc(Cl)cc1
  -8, 1, 7, -6, 5, 4, 0, -10
- CCCCC(=O)Nc1nnc(C2=COCCO2)o1
  -3, 3, 8, -3, -4, 12, -7, 10
- O=C(CN1CCCCCCC1)N/N=C/c1ccc([N+](=O)[O-])o1
  -8, -1, -2, -4, 3, 32, 16, 30
- O=C(O)c1ccccc1NCc1cccs1
  -1, 1, -2, -5, 5, 12, ., 0
- Cn1ccc2c(-c3ccc(C(C)(C)C)cc3)cc3c(c21)C1CCC3C1 (stereo unspecified)
  5, 0, -1, 6, -9, 9, -9, -14
- COc1ccc(C(=O)NNC(=O)c2cc(C)nc3ccccc23)cc1
  6, -8, 10, 1, 6, 3, 0, -12

Whole records, quoted from the list. Order of values: PGC1a acetyl inh, ERAP1 HTS inh, S100A4 MyoIIA, PglD inh, FN deposit inh, PAX8 inh HTS, LGR2 antag, EWS-Fli block
Cc1ccccc1NC(=O)CSc1nc2ccccc2c(=O)n1C in the list: -5, 1, -5, -10, 3, 17, 10, 14
CN(CC(=O)Nc1ccc(Cl)cc1)C(=O)CCNC(=O)c1ccc(Cl)cc1 in the list: -8, 1, 7, -6, 5, 4, 0, -10

The list continues:
Values run as follows: PGC1a acetyl inh, ERAP1 HTS inh, S100A4 MyoIIA, PglD inh, FN deposit inh, PAX8 inh HTS, LGR2 antag, EWS-Fli block
- CCN(CC)S(=O)(=O)c1ccc(N2CCOCC2)c(NC(=O)c2cc(-c3ccccn3)nc3ccccc23)c1
  ., 2, 0, ., ., 78*, 35, 14
- CCC(=O)Nc1ccc(C(=O)Nc2cccnc2)cc1
  -11, -1, 0, 1, ., ., -40, -10
- CCOc1ccc(S(=O)(=O)N2CCN(CN3C(=O)CC4(CCCC4)C3=O)CC2)cc1
  1, -4, 1, 3, 0, -13, -20, -1
- CC1=CC(C)(C)n2c(O)c(N=N)c3c(C)c(C)cc1c32
  -6, -1, 1, ., -2, -1, 2, 2
- CCCCN(C)CCNC(=O)CN1C(=O)CSc2ccc(S(=O)(=O)N3CCOCC3)cc21
  3, 0, -1, -2, 5, -3, 0, .
- CC(C)NC(=O)Nc1ccc2c(c1)C(=O)N([C@@H](C)CO)C[C@H](C)[C@@H](CN(C)S(=O)(=O)c1cccs1)OCCCC[C@H](C)O2
  -2, 0, 0, -3, -5, -29, 0, -2
- O=C(NC1CCC1)[C@H]1[C@H](CO)[C@H]2Cn3c(ccc(-c4ccncc4)c3=O)[C@H]2N1CC1CC1
  ., -1, 17, -5, ., ., 7, 3
- C/C(=N\N=C1\NC(=O)C(CC(=O)Nc2ccc(Cl)cc2)S1)c1ccco1 (stereo unspecified)
  ., 2, -9, -7, 0, 6, -16, 2
- CCOC(=O)CSc1nc2cc(S(=O)(=O)N3CCOCC3)ccc2n1CC
  2, -2, -3, -1, -3, -12, -2, 8
- CCOC(=O)C1C(C(=O)OC)=C(c2ccc(OC)cc2)c2ccccc2N1S(=O)(=O)C(F)(F)F (stereo unspecified)
  -5, ., 4, -1, -8, -8, -1, -1
- COc1ccc(NS(=O)(=O)c2cc(NC(=O)c3ccc(=O)[nH]c3)ccc2N2CCOCC2)cc1
  -3, 5, -3, 1, 1, 28, 15, 3
- COC(=O)[C@@H](NCc1cccc(CN[C@H](C(=O)OC)c2ccccc2)c1)c1ccccc1
  -2, 0, -5, -6, 10, -13, -8, -10
- Cc1ccc(S(=O)(=O)Nc2ccc3c(c2)C(=O)N([C@H](C)CO)C[C@H](C)[C@H](CN(C)S(C)(=O)=O)O3)cc1
  4, -2, 4, 4, -1, ., -14, 1
- Cc1ccc(S(=O)(=O)C2(C(=O)N3CCN(c4cc(C)ccc4C)CC3)CC2)cc1
  -14, ., 1, -4, -6, -15, 13, 5
- Cc1ccc(S(=O)(=O)Nc2ccc3c(c2)C(=O)N([C@H](C)CO)C[C@@H](C)[C@@H](CN(C)S(=O)(=O)c2cn(C)cn2)OCCCC[C@H](C)O3)cc1
  14, -3, -3, -3, -1, -1, 0, -10
- N[C@@H](Cc1ccccc1)c1nnc(SCc2ccccc2F)o1
  -8, ., ., 6, -4, -29, ., .
- O=C(NC1CCCC1)C(c1ccncc1)N(C(=O)c1csnn1)c1cccc(F)c1 (stereo unspecified)
  0, 3, -1, 3, 4, -3, -7, -6
- CN1[C@H](C(=O)N2CCc3ccccc3C2)[C@@H](CO)[C@@H]2Cn3c(ccc(-c4ccncc4)c3=O)[C@@H]21
  ., 0, 0, 3, ., 3, 0, 18
- Cc1c(C(=O)N2CCN(c3ccccc3)CC2)sc2ncnc(N3CCN(c4ccccn4)CC3)c12
  ., 1, -3, -1, 0, 0, 30, -2
- Cc1ccccc1N1CCN(C(=S)c2ccc(-c3ccc([N+](=O)[O-])cc3)o2)CC1
  ., ., -2, ., -8, 3, -2, 4
- COc1ccc(/C=C/C(=O)NC(=S)Nc2ccc(S(=O)(=O)Nc3ccc(OC)nn3)cc2)cc1
  5, ., ., 1, -8, 8, -21, .
- CCOc1ccccc1NC(=O)COC(=O)C(Cc1ccccc1)NC(=O)c1ccco1 (stereo unspecified)
  11, 1, -7, -1, 3, -4, 5, -11
- COc1ccc(S(=O)(=O)Nc2ccc3c(c2)CC(=O)N([C@@H](C)CO)C[C@H](C)[C@H](CN(C)Cc2ccccc2)O3)cc1
  ., -1, -1, 0, ., -5, 14, 2
- O=S(=O)(Nc1ccon1)c1ccc(Br)s1
  -4, 0, 17, -3, -2, -15, 8, -5
- O=C(Nc1cc(S(=O)(=O)N2CCOCC2)ccc1Cl)c1cc2ccccc2o1
  ., -2, 0, -6, 2, 5, 13, -6
- O=C(O)c1ccccc1OCc1ccccc1Br
  ., -17, 1, ., 1, -5, -37, -3
- C[C@@H]1CCCCO[C@@H](CN(C)C(=O)c2ccncc2)[C@@H](C)CN([C@@H](C)CO)C(=O)c2cc(NC(=O)CCC(F)(F)F)ccc2O1
  2, ., ., 0, 2, 0, -5, -5
- Cc1ccccc1S(=O)(=O)NCC[C@@H]1CC[C@@H](NC(=O)C2CCCCC2)[C@@H](CO)O1
  1, 0, -10, 1, 3, -4, 7, 7
- O=C(NCc1ccccc1)[C@H]1CCCN1C(=O)[C@H]1CCCN1C(=O)c1ccccc1C(F)(F)F
  ., 0, 2, ., 1, -27, -4, 6
- COC(=O)c1ccc([C@H](NC(=O)c2ccco2)[C@]2(C)C[C@H]2C2CCCCC2)cc1
  ., 0, -5, -2, -8, -11, ., -1
- CC(=O)Nc1ccc2c(c1)C(=O)N(C)[C@@H]1CC[C@H](CC(=O)NCc3ccc(Cl)cc3)O[C@@H]1CO2
  -9, 0, 3, 5, -18, 35, 1, 1
